High-throughput results from PubChem.
CTSL1 counter = blocks F. hepatica cathepsin L1 in PFM18AAP counter-screen | recombinant F. hepatica cathepsin L1, Z-Leu-Arg-MCA fluorescence | inhibition, % at 5.96 µM | 0.49% of 300,000 active | AID 1906;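 active means inhibition above the mean of all tested compounds plus 3 SD, set per screening campaign, cut at about 17% in these data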;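 further: 0% = plate median of test compound wells and 100% = 1 µM Z-Phe-Ala-diazomethylketone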
PP1 inh = blocks human PP1-alpha phosphatase, a PP5 counter-screen. purified PP1alpha, OMFP fluorescence. AID 2235. P62136. inhibition, % at 6.7 µM. 0.9% of 320,000 active;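 active means inhibition above the mean inhibition of all tested compounds plus 3 SD, computed separately for each screening campaign, cut at about 15% in these data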
EBNA-1 inh = blocks EBNA-1 binding to DNA; 0.34% of 300,000 active; EBNA-1 DNA binding, fluorescence polarization; inhibition, % at 14.8 µM; in the data active means inhibition above about 28%
Efflux pump inh = blocks antifungal efflux pumps in multiplex yeast assay | AID 485275 | S. cerevisiae Candida pump triplex, Nile Red efflux | 0.44% of 330,000 active | inhibition, % at 10 µM;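 active means plate passing quality check with inhibition over a set limit, or well fluorescence over plate mean plus 4 SD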;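 further: Nile Red retained in pooled yeast measured as flow cytometry median fluorescence; 0% = buffer negative control and 100% = Enniatin B positive control; higher means more Nile Red kept so more efflux inhibition; some compounds called inactive have numbers as strong as hits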
ZTA DNA inh = counter-screen for EBNA-1 inhibitors: inhibitors of Epstein-Barr virus ZTA; ZTA-DNA binding, fluorescence polarization; inhibition, % at 11 µM; 0.15% of 320,000 active; in the data active means inhibition above about 33%
Target sequence (P03206 whole entry, looked up): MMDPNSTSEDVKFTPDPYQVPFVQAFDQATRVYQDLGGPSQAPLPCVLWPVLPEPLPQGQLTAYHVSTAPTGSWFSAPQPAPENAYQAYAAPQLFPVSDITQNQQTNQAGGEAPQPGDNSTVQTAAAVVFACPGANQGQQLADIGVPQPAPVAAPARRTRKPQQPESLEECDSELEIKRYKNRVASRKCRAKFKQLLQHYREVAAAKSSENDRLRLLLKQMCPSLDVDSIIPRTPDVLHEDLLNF
HCV core dimer = HCV core protein dimerization inhibition. TR-FRET GST/Flag-core106 dimerization, 1536-well. inhibition, % at 5 µM. 0.33% of 300,000 active. AID 1899;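 active means inhibition above the mean of all tested compounds plus 3 SD, set per screening campaign, cut at about 45% in these data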
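Assay system: tagged HCV core106 pair (GST and Flag); medium: KF-containing HEPES buffer, pH 7.45, DTT, CHAPS, BSA; also added: Eu donor and XL665 acceptor anti-tag antibodies; dosing: 5 µM single dose; timing: compound-protein-antibody incubation 4 h at 22.5 °C; signal: TR-FRET 671 and 617 nm emission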
PP5 inh = blocks human protein phosphatase 5 activity; P53041; purified PP5c, OMFP substrate fluorescence; inhibition, % at 6.7 µM; 0.18% of 320,000 active; AID 1987;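 active means inhibition above the campaign's mean inhibition across all tested compounds plus 3 SD, cut at about 9.5% in these data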;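 further: 0% = DMSO only and 100% = 100 µM cantharidin control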
TPT1 inhibitor = C. albicans TPT1 enzyme inhibition | 0.81% of 300,000 active | AID 1962 | recombinant caTPT1, FP RNA substrate dephosphorylation | inhibition, % at 5 µM;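 active means inhibition above the mean of all tested compounds plus 3 SD, set per screening campaign, cut at about 24% in these data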;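 further: plate controls were DMSO alone for no effect and ferristatin control at 100 nM for full effect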
PREPL inhibitor = inhibitors of human prolyl oligopeptidase-like enzyme PREPL. recombinant PREPL, fluorescence polarization activity-based probe. inhibition, % at 5.96 µM. 0.68% of 320,000 active. AID 2751; in the data active means inhibition above about 43%;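 further: 0% = enzyme with DMSO and 100% = wells lacking enzyme; many of its hits are not listed in these tables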
Target sequence (Q4J6C6 whole entry, looked up): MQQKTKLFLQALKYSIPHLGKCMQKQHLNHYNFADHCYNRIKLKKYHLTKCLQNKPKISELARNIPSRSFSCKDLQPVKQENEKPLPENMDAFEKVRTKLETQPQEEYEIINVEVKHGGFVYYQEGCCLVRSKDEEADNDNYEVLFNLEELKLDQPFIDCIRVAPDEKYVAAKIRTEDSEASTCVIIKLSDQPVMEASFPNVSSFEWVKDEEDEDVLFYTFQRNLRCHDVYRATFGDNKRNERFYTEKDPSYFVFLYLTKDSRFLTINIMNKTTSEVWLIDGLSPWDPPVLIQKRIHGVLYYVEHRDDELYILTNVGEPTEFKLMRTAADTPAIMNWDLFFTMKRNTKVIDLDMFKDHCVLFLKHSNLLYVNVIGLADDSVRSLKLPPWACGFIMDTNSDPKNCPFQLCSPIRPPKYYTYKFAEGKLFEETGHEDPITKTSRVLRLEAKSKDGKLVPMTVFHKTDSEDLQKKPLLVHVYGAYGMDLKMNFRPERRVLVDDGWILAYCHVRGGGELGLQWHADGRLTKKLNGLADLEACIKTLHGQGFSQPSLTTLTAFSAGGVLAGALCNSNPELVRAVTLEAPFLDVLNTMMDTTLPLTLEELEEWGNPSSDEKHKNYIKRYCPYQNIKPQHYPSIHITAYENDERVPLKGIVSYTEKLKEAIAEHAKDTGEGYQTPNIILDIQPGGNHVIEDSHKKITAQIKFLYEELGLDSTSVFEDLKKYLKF
An asterisk follows results filed as active; nt = not tested or not shown. Not all compounds are listed. The share of hits here may be higher or lower than overall.

SMILES	CTSL1 counter	PP1 inh	EBNA-1 inh	Efflux pump inh	ZTA DNA inh	HCV core dimer	PP5 inh	TPT1 inhibitor	PREPL inhibitor
Cc1ccc(S(=O)(=O)Nc2ccc(NC(=O)CN3CCCCC3)c(Cl)c2)cc1	-1.4	4.4	0.2	0.1	-11.9	4.0	4.7	-3.3	-7.8
COc1cccc(C(=O)NNC(=O)C(=O)Nc2ccc(OC)cc2OC)c1	-3.9	5.8	-11.1	0.0	-22.8	-12.7	1.7	-3.0	-5.7
CC(=O)N(CCCN1CCOCC1)Cc1ccncc1	1.0	0.2	-0.8	-0.1	0.5	-2.2	0.6	-2.0	3.7
O=C1c2cc(Cl)ccc2OC2(CCNCC2)C12CC(c1ccc(Cl)cc1)=NO2 (centres undefined)	5.0	7.3	4.8	nt	-16.2	-13.0	1.3	-5.7	-34.2
COc1ccc(N2C(=NC(=O)C3CCCO3)SC3CS(=O)(=O)CC32)cc1 (centres undefined)	-1.8	-0.8	-6.5	-0.2	-8.7	-9.0	2.2	-0.7	4.6
Cc1cc(Nc2ccc(Br)cc2F)n2ncnc2n1	2.9	-2.4	-3.8	-0.2	7.9	-7.7	-1.8	0.8	0.6
COc1ccc(/C(=C/Nc2cccc(Br)c2)C(C)=O)cc1OC	0.3	-2.2	12.2	0.0	13.0	7.7	0.7	0.2	5.7
O=C(Cn1ncc2c(=O)oc3ccccc3c21)NCCN1CCN(c2ccccc2F)CC1	2.7	-2.8	0.8	-0.1	8.6	-2.8	-0.9	-4.9	-4.5
CCOC(=O)N1CCC(Nc2cccc(SC)c2)CC1	2.7	-1.8	10.8	-0.1	-6.4	-2.7	0.5	-3.2	-4.1
CN(CC(=O)NC1CCCCCCC1)S(=O)(=O)c1cccc2cccnc12	-5.9	-0.3	-5.2	-0.2	-6.7	-1.2	1.5	-1.6	-0.5
Cc1ccccc1CC(=O)NCCN1CCOCC1	-2.7	-2.9	-9.1	0.3	3.6	-5.9	4.6	0.0	9.5
O=C(Cc1ccccc1Cl)N1CCN(c2ccccn2)CC1	-5.8	0.7	1.6	0.0	17.2	-0.1	0.3	-1.1	-2.0
CC1(NC(=O)c2cc(Cl)nc3ccccc23)CCS(=O)(=O)C1 (centres undefined)	nt	-2.6	nt	-0.1	-4.0	nt	-1.3	nt	-0.3
O=[N+]([O-])c1ccc(OCc2cccc(COc3ccc([N+](=O)[O-])cc3)n2)cc1	-1.8	-2.6	5.3	-0.3	13.0	5.3	-1.0	-2.0	12.0
O=C(/C=C/Nc1ccc(F)cc1)c1ccco1	3.8	-3.3	-2.1	0.0	4.3	-0.9	-1.3	1.8	5.1
C[N+](C)(C)CCCN1C(=O)CCCC1=O	4.4	1.2	-7.4	0.0	9.3	4.2	1.2	0.0	18.5
CCc1cc2ccccc2nc1SCC(=O)NC1CCCC1	-1.3	3.6	-2.6	0.1	1.3	6.8	3.0	-0.4	12.3
Cc1ccccc1Nc1nc(N)nc(CSc2nncn2C)n1	-5.3	-11.3	-4.0	0.0	-2.1	3.6	0.3	8.6	5.9
CCOc1cc(Br)cc(C(c2c(C(=O)O)[nH]c3ccccc23)c2c(C(=O)O)[nH]c3ccccc23)c1O	-5.6	10.5	8.7	-0.1	-0.4	37.6	-0.6	-3.7	-0.6
CC(C)(O)C#Cc1ccc(C(=O)N2CCN(C(=O)c3ccco3)CC2)cc1	-3.1	-0.5	-4.8	-0.1	10.8	-5.0	0.7	-4.9	0.8

Entries of single compounds from above.
Listed for `CC(=O)N(CCCN1CCOCC1)Cc1ccncc1` → CTSL1 counter: 1.0; PP1 inh: 0.2; EBNA-1 inh: -0.8; Efflux pump inh: -0.1; ZTA DNA inh: 0.5; HCV core dimer: -2.2; PP5 inh: 0.6; TPT1 inhibitor: -2.0; PREPL inhibitor: 3.7
Listed for `Cc1ccc(S(=O)(=O)Nc2ccc(NC(=O)CN3CCCCC3)c(Cl)c2)cc1` → CTSL1 counter: -1.4; PP1 inh: 4.4; EBNA-1 inh: 0.2; Efflux pump inh: 0.1; ZTA DNA inh: -11.9; HCV core dimer: 4.0; PP5 inh: 4.7; TPT1 inhibitor: -3.3; PREPL inhibitor: -7.8

Continuation:
SMILES	CTSL1 counter	PP1 inh	EBNA-1 inh	Efflux pump inh	ZTA DNA inh	HCV core dimer	PP5 inh	TPT1 inhibitor	PREPL inhibitor
Brc1cccc(OCCCCn2cncn2)c1	-2.2	-0.7	5.2	-0.1	-7.2	-6.3	1.3	-1.3	-5.3
COc1ccc(CCC(=O)N2CCN(S(=O)(=O)c3ccc4ccccc4c3)CC2)cc1	4.5	-1.6	-3.4	-0.1	-20.7	3.1	-4.2	-3.0	-10.0
CCNC(=O)CC1SC(=Nc2ccc(C)cc2)N(CC)C1=O (centres undefined)	-5.1	0.5	2.2	0.1	12.8	1.9	-0.5	-8.6	5.3
Cc1ccc(C2C(C#N)=C(N)Oc3cc4c(cc32)OCO4)cc1 (centres undefined)	2.0	-2.2	2.9	-0.1	-8.3	4.4	2.3	-6.3	30.1
CSc1ccccc1NC(=O)c1cc(CC(C)C)on1	2.0	-1.6	4.1	0.0	2.1	-7.1	-0.7	-4.0	5.1
Oc1cc2c(cc1CN1CCN(c3cccc(C(F)(F)F)c3)CC1)CCC2	0.8	2.6	8.0	0.0	5.3	-1.1	2.3	-2.1	19.1
Cc1ccc(C)c(NC(=O)CNC(=O)N2CC(=O)Nc3ccccc32)c1	0.1	-7.1	-15.9	0.2	-6.2	0.6	3.0	0.9	-0.6
Cc1ccc(C)c(SCC(=O)NNC(=O)c2csc(N3CCOCC3)n2)c1	-13.5	-3.3	6.0	0.2	-8.6	-6.5	1.5	-3.4	6.6
CCOC(=O)c1cn(CC(=O)Nc2ccccc2C(=O)OCC)nn1	1.2	-7.8	-10.7	0.0	-2.6	-1.3	-0.3	1.4	-5.8
OC(CNCc1ccccc1)Cn1ccc2ccccc21 (centres undefined)	0.8	-0.3	-16.0	0.0	-6.2	-5.9	-3.0	-7.2	7.6
CCOc1ccc2nc(C)cc(Nc3ccc4c(c3)OCCO4)c2c1	0.2	1.2	0.5	-0.3	-2.7	-2.3	1.9	3.4	19.1
COc1ccc(S(=O)(=O)N2CCN(C(=O)CN3C(=O)NC(C)(c4ccc5ccccc5c4)C3=O)CC2)cc1 (centres undefined)	4.8	-1.3	5.5	-0.2	-12.1	2.7	0.8	-0.6	18.8
C=CCNC(=O)c1ccc(C(=O)c2ccccc2)cc1	-2.7	-2.3	-7.9	0.0	4.7	-0.1	1.7	-1.9	-9.7
Cn1c(=O)c2[nH]c(-c3ccccc3O)nc2n(C)c1=O	2.4	2.6	-21.3	-0.2	4.1	-1.9	2.6	1.0	15.2
CCOC(=O)C1CCCN(CC(=O)Nc2cccc(C(C)=O)c2)C1 (centres undefined)	2.4	-1.1	4.8	0.0	-12.6	-3.9	-0.9	-0.4	4.4
O=c1c(-c2nnc(SCc3ccc(Cl)c(Cl)c3)o2)cccn1Cc1ccccc1	-0.3	14.8	13.7	-0.1	7.1	13.6	-1.0	-2.3	-16.3
COc1ccc(-c2noc3c2-c2nc(-c4ccc(C)cc4)sc2CC3)cc1	2.0	-2.5	12.6	0.2	-1.7	-15.1	2.0	0.2	-1.3
COc1cccc(C2/C(=C(/O)c3ccc(F)cc3)C(=O)C(=O)N2CCN(C)C)c1 (centres undefined)	0.2	-2.1	-2.1	0.2	7.1	-1.4	0.4	5.5	-3.9
Cc1cc(C)cc(OCc2nnc(SCC(=O)c3ccc(Br)cc3)o2)c1	2.7	9.3	14.2	-0.1	-1.8	7.2	1.4	-6.7	-10.5
COc1ccc(/C=C(/C#N)C(=O)Nc2cccnc2)cc1OC	-1.4	-2.2	-0.2	0.1	-4.5	0.9	0.8	-0.8	2.6

Entries shown so far that have an NH in an aromatic ring, in the order listed:
SMILES	CTSL1 counter	PP1 inh	EBNA-1 inh	Efflux pump inh	ZTA DNA inh	HCV core dimer	PP5 inh	TPT1 inhibitor	PREPL inhibitor
CCOc1cc(Br)cc(C(c2c(C(=O)O)[nH]c3ccccc23)c2c(C(=O)O)[nH]c3ccccc23)c1O	-5.6	10.5	8.7	-0.1	-0.4	37.6	-0.6	-3.7	-0.6
Cn1c(=O)c2[nH]c(-c3ccccc3O)nc2n(C)c1=O	2.4	2.6	-21.3	-0.2	4.1	-1.9	2.6	1.0	15.2

(listing goes on)
SMILES	CTSL1 counter	PP1 inh	EBNA-1 inh	Efflux pump inh	ZTA DNA inh	HCV core dimer	PP5 inh	TPT1 inhibitor	PREPL inhibitor
O=C(C1CCCCC1)N1CCC(c2nc3ccccc3[nH]2)CC1	-6.5	-1.9	3.9	0.4	2.0	-2.8	-1.7	-0.5	15.6
COc1ccc(/C=C2\N=C(C(C)(C)C)OC2=O)c(OC)c1	-1.1	-2.6	-8.9	0.1	-1.9	4.1	4.1	1.4	1.2
CC(Cl)C(=O)NC(=O)NC12CC3CC(CC(C3)C1)C2 (centres undefined)	1.4	-3.2	2.7	0.1	0.0	0.8	5.0	2.4	-4.6
Cc1csc(NC(=O)C2CSC3(C)CCC(=O)N23)n1 (centres undefined)	-0.6	-1.3	10.1	3.1	-6.9	1.8	0.3	2.0	0.5
O=C(Cc1ncc(C(F)(F)F)cc1Cl)N1CCN(c2ccccn2)CC1	0.0	-1.1	3.4	0.1	-9.1	-1.7	-2.0	-3.5	10.9
O=C(CSC1=NC2(CCCCCC2)N=C1c1ccccc1)Nc1ccc2c(c1)OCCO2	-3.7	-0.2	-3.1	-0.2	8.6	4.1	0.9	0.4	6.9
COc1ccc(C(=S)N2CCN(c3ccccc3C)CC2)cc1	4.4	1.0	2.8	0.0	11.1	9.9	-0.1	-0.1	15.4
C/C(=C\C(=O)C(F)(F)F)Nc1ccc(C(F)(F)F)cc1	0.2	0.8	10.8	0.0	16.2	-3.3	-2.9	1.1	5.9
CC1(C)Cc2cccc(OCC(=O)N3CCN(c4cccc(Cl)c4)CC3)c2O1	2.8	3.5	-3.5	0.0	-5.2	-0.9	2.4	-0.4	31.2
O=C(c1nc2ccccn2c1CNCC1OCCc2ccccc21)N1CCOCC1 (centres undefined)	-4.2	-2.5	17.4	0.1	14.6	-4.0	2.2	0.8	-2.6
Cc1ccc(NC(=O)CC2SC(=Nc3ccc(O)cc3)NC2=O)cc1 (centres undefined)	2.6	0.4	11.9	-0.2	19.8	-3.6	-2.3	-1.0	-1.1
O=C(c1cc(COc2c(F)cccc2F)on1)N1C[C@H]2CC[C@H]1C2	-1.6	-4.8	-0.1	0.3	9.3	-12.8	-0.7	0.5	10.4
CCOc1ccc(OCCCC(=O)NC2=NCCS2)cc1	0.9	-5.2	2.4	0.0	-0.5	-1.9	-0.6	1.9	-2.6
O=C(NCc1nnc(SCC(=O)N2CCN(c3ccccc3)CC2)o1)c1ccc(F)cc1	4.7	6.7	-1.8	-0.2	-9.5	-18.8	2.9	-4.7	-3.1
Cc1ccc(C(=O)Nc2ccccc2-c2ccccc2)cc1S(=O)(=O)Nc1cccc(C)c1C	-0.1	8.7	-5.9	0.1	-1.9	17.0	4.9	-0.9	-7.2
Cc1ccc(-c2ccc3c(c2)S(=O)(=O)c2ccccc2C3=O)cc1	-1.3	-0.5	13.4	-0.1	6.2	8.8	-1.4	-1.1	-3.9
CNc1c(NS(=O)(=O)c2ccc(C(C)(C)C)cc2)c(=O)oc2ccccc12	-0.7	-2.1	-1.7	0.3	0.8	10.3	1.2	1.7	0.5
CO/N=C/C(=N\Nc1ccc(OC)cc1)C(=O)c1ccc(F)cc1	0.3	-1.3	5.7	0.0	-6.3	0.0	2.4	3.1	13.4
COc1ccc(C(=O)NCCCOc2cccnc2)cc1OC1CCN(C(C)=O)CC1	0.6	1.1	5.9	-0.1	-7.4	-12.0	2.0	-4.2	-1.4
COc1ccc(C(=O)Nc2cccc(N(C)S(C)(=O)=O)c2)cc1OC	3.0	-2.4	-7.9	0.1	-7.1	-6.2	-0.2	-0.4	5.4
